USP2a block – inhibitors of human ubiquitin-specific protease USP2a | O75604 | USP2 core, Ub-CHOP2 coupled fluorogenic reporter, 485/531 | Potency, µM (series often up to 38.3 µM), without a hit: top-dose activity change, negative = inhibition, hits mostly inhibitors | 0.01% of 330,000 active | AID 463254;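 note: potency is the fitted concentration of half-maximal effect; plate controls were DMSO wells for no effect and full inhibition by NEM control for full effect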
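Cell-free coupled assay: 10nM USP2 core preincubated 30min RT with compound in Tris-HCl pH 8.0/CaCl2/CHAPS buffer, then 25nM Ub-CHOP2 and 25nM reporter substrate; fluorescence (Ex 485/Em 531) read after 60min RT, normalized to NEM inhibition, concentration-response curves fitted.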
KCNH2 WT inh – inhibitors of human wildtype KCNH2 potassium channel; Q12809; U2OS, BacMam KCNH2, thallium flux FluxOr; stronger effect = lower value; activity change, % at 1.84 µM; 0.37% of 340,000 active; AID 720551;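 active = maximum activity change below -70%; inconclusive = maximum activity change between -70% and -50%; inactive = maximum activity change above -50%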
Target sequence (Q12809 whole entry, looked up): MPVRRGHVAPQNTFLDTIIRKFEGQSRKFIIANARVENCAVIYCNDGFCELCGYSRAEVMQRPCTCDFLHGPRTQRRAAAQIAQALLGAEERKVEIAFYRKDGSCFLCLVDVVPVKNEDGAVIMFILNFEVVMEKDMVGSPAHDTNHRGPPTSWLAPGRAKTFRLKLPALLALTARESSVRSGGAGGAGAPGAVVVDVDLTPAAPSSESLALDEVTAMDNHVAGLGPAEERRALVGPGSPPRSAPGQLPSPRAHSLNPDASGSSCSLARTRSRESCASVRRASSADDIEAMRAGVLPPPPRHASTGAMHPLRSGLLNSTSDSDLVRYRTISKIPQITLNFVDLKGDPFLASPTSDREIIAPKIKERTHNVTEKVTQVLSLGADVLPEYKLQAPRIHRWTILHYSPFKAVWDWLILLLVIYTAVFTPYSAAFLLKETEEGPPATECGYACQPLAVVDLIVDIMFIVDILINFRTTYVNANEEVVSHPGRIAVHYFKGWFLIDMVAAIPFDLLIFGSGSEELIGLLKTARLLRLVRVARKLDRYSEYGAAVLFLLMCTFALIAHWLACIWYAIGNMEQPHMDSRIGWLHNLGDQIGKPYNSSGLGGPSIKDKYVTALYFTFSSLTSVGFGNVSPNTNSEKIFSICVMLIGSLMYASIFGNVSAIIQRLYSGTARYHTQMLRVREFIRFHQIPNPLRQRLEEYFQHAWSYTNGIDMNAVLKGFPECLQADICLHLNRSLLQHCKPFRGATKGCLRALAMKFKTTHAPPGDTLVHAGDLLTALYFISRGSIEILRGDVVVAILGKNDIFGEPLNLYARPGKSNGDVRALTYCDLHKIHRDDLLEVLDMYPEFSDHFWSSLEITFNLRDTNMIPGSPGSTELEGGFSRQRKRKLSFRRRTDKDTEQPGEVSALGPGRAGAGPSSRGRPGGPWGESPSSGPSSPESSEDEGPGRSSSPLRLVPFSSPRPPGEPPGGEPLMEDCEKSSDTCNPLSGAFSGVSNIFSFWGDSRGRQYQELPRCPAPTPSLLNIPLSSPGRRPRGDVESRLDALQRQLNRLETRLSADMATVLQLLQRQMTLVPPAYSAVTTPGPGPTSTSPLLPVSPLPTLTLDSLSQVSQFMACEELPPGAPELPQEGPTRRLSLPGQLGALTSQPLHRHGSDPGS
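U2OS cells transduced with wild-type KCNH2 virus are loaded with FluxOr dye for 45 min, and thallium flux is measured in kinetic reads before and after stimulation buffer. Rate constants are normalized to DMSO controls.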
Giardia kill – Giardia lamblia killing | Giardia lamblia trophozoite viability | activity change, % at 7.66 µM, hits read low | 0.15% of 340,000 active | AID 540267; in the data active = activity change below about -80%; inconclusive = between about -30% and that limit;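 note: parasites exposed to compound for two days anaerobically before the ATP read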
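Luminescent ATP signal served as the viability read-out, measured 15-30 min after adding ATP detection reagent to trophozoites that had been incubated with compounds for 48 hrs at 37 deg C anaerobically at 100 cells/well.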
BCR signal inh – inhibitors of chronic active B-cell receptor signaling | 0.05% of 340,000 active | ABC-DLBCL IkBa-CBG/CBR reporter, luminescence ratio, 4 h | Potency, µM (doses to about 46.1 µM), for the others: at the top dose ratio change, negative = lower green/red ratio, usual class: inhibitors; active = well fitted inhibition curve with a large enough effect in the signal ratio, with a control signal flat, not every such curve was filed as active; inconclusive = small, poorly fitted or top-dose-only effect, or effect the other way, or a change in a side signal; the % refers to the signal ratio;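 note: potency is the fitted concentration of half-maximal effect; plate controls were basal doxycycline-induced cells for no effect and cells given 10 µM MG132 for full effect; MG132 reads +100%, hits lower the ratio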
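TMD8 ABC-DLBCL cells carrying doxycycline-inducible green luciferase fused to IkappaBalpha plus unfused red luciferase were exposed to compounds (up to 46 uM) for 4 hrs at 37C. Activity came from the overlap-corrected green/red luminescence ratio.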
Coupling enz – coupling enzyme interference in Giardia aldolase counter-screen. coupling enzyme system counterscreen, AmpLite Red fluorescence. activity change, negative = inhibition, % at 58.2 µM, hits read low. 0.67% of 290,000 active. AID 2472; in the data active = activity change below about -30%
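First, compound is pin-transferred into glyceraldehyde-3-phosphate coupling-enzyme reagent at 57.5 uM final and held 10 min at RT. Next, substrate, coupling system and AmpLite Red are added. After 20 min RT, fluorescence (525/598 nm) is read.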
PKM2 activator – activators of human pyruvate kinase M2; Potency, µM (series often up to 57.5 µM), for the others: at the top dose activation, actives largely listed as activators; 0.34% of 260,000 active; P14618; purified PKM2, Kinase-Glo ATP luminescence, activation; response scale: 0% is enzyme alone, no compound; note: potency is the fitted concentration of half-maximal effect; nearly all actives have a fitted effect of over 55% in size
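Purified hPK-M2 (>95% pure) converted ADP (0.1 mM final) to ATP with 0.5 mM PEP in 50 mM imidazole pH7.2, KCl, MgCl2, Tween 20, BSA; 1 h at room temperature. ATP detected by Kinase-Glo luminescence.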
B2AR arrestin – recruits beta-arrestin to the human beta2-adrenergic receptor | beta-arrestin recruitment to beta2AR, cell-based reporter | 0.02% of 330,000 active | Potency, µM (highest dose often 46.1 µM), without a hit: at the top dose activation, usual class: activators | P07550;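 note: potency is the fitted concentration of half-maximal effect; 0% = DMSO controls and full agonism = EC100 isoproterenol or metaproterenol; nearly all actives have a fitted effect of over 65% in size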
GALK inh – galactokinase (human) inhibition. Potency, µM (highest dose often 57.5 µM), without a hit: at the highest dose activity change, negative = inhibition, actives largely listed as inhibitors. P51570. 0.007% of 270,000 active. Purified GALK, Kinase-Glo residual ATP luminescence; note: potency is the fitted concentration of half-maximal effect
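GALK at 5 nM final was combined with compound, 35 uM ATP and 100 uM galactose in HEPES pH8.0 with MgCl2 and DTT. The reaction ran one hour at room temperature before luminescent ATP detection.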
uPA surface inh – blocks generation of uPA at the cell surface | cell surface uPA generation assay, qHTS | Potency, µM (top dose mostly 38.3 µM), for the others: top-dose activity change, negative = inhibition, most hits filed as inhibitors | 0.31% of 330,000 active; active = well fitted inhibition curve with a large enough effect; inconclusive = small, poorly fitted or top-dose-only effect; inactive = no such curve, though single readings can be large or run the other way; tested in mouse RAW 264.7 cells; note: potency is the fitted concentration of half-maximal effect; nearly all actives have a fitted effect of over 55% in size
Eya2 phos inh – Eya2 (human) phosphatase inhibition; O00167; AID 488837; recombinant Eya2, OMFP fluorescence dephosphorylation (OMFP is methylfluorescein phosphate); Potency, µM (highest dose often 76.9 µM), for the others: top-dose activity, negative = inhibition, usual class: inhibitors; 0.006% of 330,000 active; note: potency is the fitted concentration of half-maximal effect
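Eya2 (0.2 uM) preincubated 10 min at ambient with compound, then OMFP substrate added at 50 uM; 10 min reaction in 50 mM HEPES pH 7.5, 50 mM NaCl, 5 uM MgCl2, 0.05% BSA, 1 mM DTT. Fluorescence read at Ex 485/Em 525 nm.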
KCNH2 3.1 inh – inhibitors of human KCNH2 3.1 potassium channel isoform; activity change, % (tested at about 1.8 µM); 0.95% of 340,000 active; AID 720553; U2OS KCNH2 3.1, thallium flux FluxOr; stronger effect = lower value;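 active = maximum activity change below -70%; inconclusive = maximum activity change from -70% to -50%; inactive = maximum activity change above -50%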;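 note: thallium influx rate constant from kinetic fluorescence after stimulation buffer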
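U2OS cells transduced with KCNH2 3.1 mutant virus (1.77 x 10^8 /mL, 4 h), plated overnight at 37 C, loaded 45 min with FluxOr dye plus Red40 quencher. Thallium flux rate constant from kinetic reads after stimulation buffer, normalised to controls.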
Starred values were filed as active, the others as inactive; ? = inconclusive; · = not tested or not shown. Unless noted, calls come from the whole dose curve; as a rule, active = well fitted curve in the direction sought with a large enough effect; inconclusive = small, poorly fitted or top-dose-only effect, or another doubt; inactive = no such curve, though single readings can be large; an effect the other way counts as inactive or inconclusive. Unless noted, % is set by controls: 0 for no effect and ±100 for the full control effect.

SMILES	USP2a block	KCNH2 WT inh	Giardia kill	BCR signal inh	Coupling enz	PKM2 activator	B2AR arrestin	GALK inh	uPA surface inh	Eya2 phos inh	KCNH2 3.1 inh
Cc1nn(CC(=O)N2CCN(C)CC2)c(=O)c2ccccc12	2%	-4	-4	0%	0	2%	0.1%	3%	-1%	-3%	3
Cc1c(Cl)cccc1NC(=O)Nc1ccc(C(N)=O)cc1	3%	4	-1	?	3	-3%	0.2%	-4%	7%	1%	-1
CCC(=O)Oc1oc(-c2ccccc2)nc1C=Nc1ccc(C)cc1	0%	3	-3	6%	-2	1%	-0.1%	-6%	0%	-6%	6
Oc1ccc(Br)cc1CNc1nccs1	1%	1	-14	-21%	5	-1%	-0.6%	·	?	8%	27
C=CCNC(=O)CSc1cc([N+](=O)[O-])cc(S(=O)(=O)Cc2ccccc2)c1	4%	-5	27	-1%	3	4%	-0.1%	2%	-1%	0%	4
COc1cc(CCCN2CCNC[C@H]2Cc2cccc3ccccc23)cc(OC)c1OC	1%	7	-14	1%	·	·	2.9%	·	-19%	7%	4
Cc1[nH]c2ccccc2c1C(=O)CN1C(=O)C(=O)N(CCC2=CCCCC2)C1=O	-2%	-5	-25	6%	·	·	0.5%	·	13%	-19%	3
O=C(NCCCN1CCOCC1)c1cc(Cl)ccc1OCc1ccccc1	3%	1	5	5%	·	1%	-0.2%	-8%	-13%	2%	-9
C/C(=N\NC1=NCCN1)c1ccc(N)c([N+](=O)[O-])c1	-3%	-1	-8	?	-3	-13%	0.0%	1%	-9%	0%	0
CC1Cc2ccccc2N1C(=O)CSc1ncccn1 (stereo unspecified)	0%	5	14	-3%	·	·	-0.2%	·	3%	13%	2
CC(C)(C)C(=O)Nc1ccc(C(=O)OC2CCCCC2)cc1	-2%	3	13	11%	0	2%	-0.3%	-1%	-12%	-17%	-8
O=C1CC(=O)NC(SCC(=O)Nc2ccccc2[N+](=O)[O-])=N1	-1%	3	3	0%	4	15%	-0.3%	-2%	-10%	-7%	-12
Cc1cc(C)cc(N(CC(=O)NC2CCCC2)C(=O)c2csnn2)c1	1%	2	-5	-1%	4	·	-0.2%	-1%	-4%	2%	13
Cc1ccc(-c2n[nH]c(=O)c3ccccc23)cc1S(N)(=O)=O	0%	2	-6	0%	1	1%	-1.2%	4%	-1%	12%	-5
CC(=O)C1=C(C)NC(=O)NC1c1cc(Br)ccc1OCC#N (stereo unspecified)	2%	-3	-17	1%	2	-5%	0.0%	0%	1%	5%	1
Cc1cc(-c2cccs2)nc(-n2cccc2)n1	0%	0	4	?	1	0%	-0.1%	-1%	-7%	-6%	-19
O=C(C(Sc1ccccc1)c1ccccc1)N1CCOCC1 (stereo unspecified)	-1%	-1	7	?	3	3%	-0.4%	2%	4%	7%	-14
Cc1cc(NC(=O)c2cccc(S(=O)(=O)N3CCCC3)c2)no1	1%	41	9	0%	3	-7%	0.0%	1%	6%	2%	8
CCOc1cc2c(C#N)c(N3CCNCC3)nc(N)c2c(N)n1	9%	-6	2	?	-2	2%	-0.1%	1%	-6%	6%	-3
O=C(O)CCN1C(=O)c2ccc(NC(=O)c3ccco3)cc2C1=O	13%	-24	16	1%	2	0%	-0.9%	0%	7%	0%	-18
COc1ccccc1CN(C)C(=O)CN1CCN(C(=O)c2cccs2)CC1	6%	-7	-22	1%	·	·	0.0%	·	6%	7%	-1
COc1ccc(NC(=O)c2ccc(OC)c(S(=O)(=O)N3CCCCC3C)c2)cn1 (stereo unspecified)	2%	4	6	14%	·	·	0.0%	·	-4%	-12%	-13
Cc1ccccc1CN1CCC(N2CCC(C(=O)NCC3CCCO3)CC2)CC1 (stereo unspecified)	1%	24	-1	-7%	3	-9%	0.3%	3%	7%	-6%	7
CC1(C)CC(=O)c2cnc(N)nc2C1	-2%	-4	-4	8%	2	-2%	-0.3%	·	1%	-8%	17
CCOC(=O)c1c(NC(=O)Cn2nc(C(F)(F)F)cc2C)sc(C)c1C	6%	-5	-26	-4%	0	10%	0.1%	-3%	-9%	-1%	-11
O=[N+]([O-])c1ccccc1Oc1cnc2ccccc2n1	1%	28	4	-15%	-4	-2%	0.3%	10%	0%	-11%	·
CCOC(=O)c1cc(-c2ccccc2C)nn1CC1CC(c2cccnc2)=NO1 (stereo unspecified)	1%	1	10	-4%	·	·	0.0%	·	7%	1%	-14
CC(=O)Nc1ccc(NC(=O)CSc2nnc(-c3ccccc3)n2Cc2ccc3c(c2)OCO3)cc1	-1%	10	-15	2%	·	5%	-0.1%	-5%	-1%	7%	4
COc1ccc(C(=O)NCCn2cc(SCC(=O)N3CCOCC3)c3ccccc32)cc1	-2%	-7	0	-5%	1	1%	-0.6%	1%	-1%	13%	-19
O=C1CCC([N+](=O)[O-])C(c2ccc(Br)cc2)N1 (stereo unspecified)	-1%	-2	2	1%	3	-8%	-0.5%	2%	2%	-9%	8
O=C(NCc1ccccc1)C1=C[C@@H](c2csc3ccccc23)C[C@@H](OCCCCO)O1	1%	-21	-6	?	-2	-2%	0.0%	1%	?	7%	-48
O=C(ONc1ccc(N=NC(=O)c2ccccc2O)cc1)c1ccccc1	0%	-8	?	?	-1	7%	-0.2%	4%	-18%	20%	8
CN(C(=O)COC(=O)c1ccc(C(C)(C)C)cc1)C1CCS(=O)(=O)C1 (stereo unspecified)	1%	-14	-13	0%	·	·	0.2%	·	0%	4%	9
Nc1cc(Cl)ccc1C(=O)OCC(=O)NC1CCCCCCC1	1%	0	?	?	·	·	0.1%	·	14%	5%	0
Clc1ccc(Nc2ccccc2)nn1	-2%	-4	15	-3%	-1	-10%	-0.2%	·	-3%	-7%	36
OC(COc1ccc(F)cc1)CN1CCN(c2ccccc2F)CC1 (stereo unspecified)	1%	9	24	1%	0	·	0.3%	0%	12%	14%	-27
Cc1cccc(OCCCC(=O)Nc2ccc(S(=O)(=O)N3CCCC3)cc2)c1	-8%	-7	-8	?	-10	-6%	-0.9%	-2%	6%	-9%	-4
Cn1c(C=O)c(-c2ccc3c(c2)OCCO3)c2ccccc21	2%	-2	-2	?	·	·	0.1%	·	-4%	-11%	12
CC(=O)c1cc(Cl)ccc1OC(=O)c1ccco1	-5%	-12	19	-2%	0	-7%	-0.2%	0%	10%	0%	1
N#Cc1nc(COc2ccccc2)oc1N1CCCCCC1	-1%	4	18	?	0	0%	-0.1%	5%	-7%	1%	4

Another view of part of the listing above:
Values run as follows: USP2a block | KCNH2 WT inh | Giardia kill | BCR signal inh | Coupling enz | PKM2 activator | B2AR arrestin | GALK inh | uPA surface inh | Eya2 phos inh | KCNH2 3.1 inh
> O=C(ONc1ccc(N=NC(=O)c2ccccc2O)cc1)c1ccccc1
→ 0% | -8 | ? | ? | -1 | 7% | -0.2% | 4% | -18% | 20% | 8
> CN(C(=O)COC(=O)c1ccc(C(C)(C)C)cc1)C1CCS(=O)(=O)C1 (stereo unspecified)
→ 1% | -14 | -13 | 0% | · | · | 0.2% | · | 0% | 4% | 9

Next structures.
SMILES	USP2a block	KCNH2 WT inh	Giardia kill	BCR signal inh	Coupling enz	PKM2 activator	B2AR arrestin	GALK inh	uPA surface inh	Eya2 phos inh	KCNH2 3.1 inh
CCOC(=O)C1CN(S(=O)(=O)c2ccccc2)C1	-1%	-4	-9	0%	2	-1%	0.3%	-1%	0%	1%	6
COc1ccc(C(CC(=O)O)NC(=O)C2CCCCC2)cc1 (stereo unspecified)	4%	1	8	2%	2	0%	-0.5%	0%	0%	-6%	4
FC(F)(F)c1cccc(N2CCN(Cc3cccnc3)CC2)c1	0%	-1	-2	5%	-3	2%	0.0%	0%	0%	-9%	2
N#C/C(=C\N1CCOCC1)C(N)=O	2%	-19	2	-7%	-2	-4%	-1.2%	-3%	-1%	8%	6
Nc1cc(-c2ccccc2)n2c(n1)nc1ccccc12	1%	0	11	-10%	2	-2%	0.0%	·	4%	-11%	3
O=C(CN1CCN(S(=O)(=O)c2ccccc2[N+](=O)[O-])CC1)NC(=O)NCc1ccco1	13%	-17	-7	-9%	-1	-2%	-0.1%	-1%	-8%	2%	13
O=C(O)c1cc(S(=O)(=O)N2CCCCC2)ccc1N1CCCC1	1%	2	11	0%	·	·	-0.2%	·	13%	-1%	-3
CCOc1ccccc1C1C(C#N)=C(SCC(=O)OC)NC(=O)C1C(=O)OC (stereo unspecified)	2%	-1	7	2%	2	-5%	0.1%	0%	0%	12%	-6
Cc1cccc(-c2nnn(Cc3nnc(NC(=O)c4ccccc4)s3)n2)c1	-2%	-1	3	?	-2	-2%	-1.8%	3%	8%	-4%	-17
COc1ccc(-c2[nH]ncc2CN(C)C(C)c2ccon2)cc1F (stereo unspecified)	2%	-4	-16	17%	0	2%	-1.1%	-1%	1%	-14%	15

Not a hit list; overall some 2.4% were active at least once.
